# Screens: PubChem, several laboratories
# WT yeast gro inh = growth inhibition of WT strain, primary screen, mitochondrial fusion inhibitor project, WT and mutant strains, chemical genetic; 190,000 tested, 2.1% active; inhibition, % at 10 µM; AID 1362, 2008; mitochondrial fusion phenotypic screen; in the data active means inhibition above about 58%; tested in S. cerevisiae
# Dengue-2 NS5 capping = Dengue-2 NS5 methyltransferase inhibitors, primary screen, biochemical, confirmation dose response (AID 588689); Genome polyprotein (Dengue virus type 2 (strain 16681-PDK53)); Dengue-2 NS5 methyltransferase capping enzyme assay, biochemical; higher % means a stronger effect; inhibition, % at 25 µM, or IC50 in µM where a hit was titrated; 340,000 tested, 0.3% active; in the data active means a potency from the dose series; inconclusive means inhibition above about 29% without an active follow-up result
# K1F lysis inhibition = inhibition of K1F phage lysis, E. coli UTI89, bacterial capsule biogenesis inhibitors, alamar blue (AID 488966) | E. coli UTI89 K1F phage lysis, alamar blue, 2 h; higher % means a stronger effect | inhibition, % at 100 µM, or IC50 in µM where a hit was titrated | 340,000 tested, 0.02% active;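 active means phage lysis inhibition, versus mean bacterial control, above a set limit; inconclusive means no clear call, values can overlap the other calls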;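 further: capsule biogenesis inhibitors block K1F phage lysis so surviving cells raise fluorescence; higher fluorescence means more inhibition of phage lysis; actives were called in the ten point dose series up to 300 µM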
# Large T inhibition = SV40 large T antigen inhibitors, biochemical (AID 1903); SV40 large T antigen ATPase/helicase inhibition assay; higher % means a stronger effect; inhibition, % at 20 µM, or IC50 in µM where a hit was titrated; 310,000 tested, 0.39% active; in the data active means a potency from the dose series; inconclusive means inhibition mostly from about 32% at the one dose, without a potency; inactive means the rest, 99 in 100 with inhibition below about 32%; further: strong numbers were not always called active
# CSM14.1 death rescue = rescue of cells from ER stress-induced death, primary screen, 384-well, CSM14.1, thapsigargin, ATP luminescence (AID 1222); cellular ATP content (survival), % at 20 µM, or EC50 in µM where a hit was titrated; CSM14.1 thapsigargin-induced death rescue, ATP luminescence; higher % means a stronger effect; 190,000 tested, under 10 active;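 active means EC50 below 50 µM in the dose-response confirmation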;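 further: death triggered by thapsigargin at about 15 µM added after 2 h compound pretreatment; cell ATP read after overnight thapsigargin exposure of roughly 18 to 22 hours; normalized against plate controls of thapsigargin alone and 5% DMSO vehicle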
# West Nile virus CPE = West Nile virus antiviral activity, cell-based, CPE readout (AID 1621); West Nile virus-infected cells, CPE inhibition; higher % means a stronger effect; CPE inhibition, % at 10 µM; hits with a dose series show IC50 in µM; 290,000 tested, 0.02% active; in the data active means a potency from the dose series; inconclusive means CPE inhibition mostly from about 3.7% at the one dose, without a potency; inactive means the rest, 99 in 100 with CPE inhibition below about 2.2%; further: strong numbers were not always called active
# RSV antiviral HEp-2 = RSV antiviral activity via CPE protection, HEp-2 cells, primary 10 µM value included (AID 2391) | HEp-2 cells, RSV-induced CPE inhibition; higher % means a stronger effect | CPE inhibition, % at 10 µM, or IC50 in µM where a hit was titrated | 310,000 tested, 0.13% active; in the data active means a potency from the dose series; inconclusive means CPE inhibition mostly from about 23% at the one dose, without a potency; inactive means the rest, 99 in 100 with CPE inhibition below about 21%; further: strong numbers were not always called active
# XIAP displacement = XIAP antagonists, biochemical, IAP family, fluorescence polarization (AID 1018); E3 ubiquitin-protein ligase XIAP (Homo sapiens); XIAP BIR domain, fluorescence polarization peptide displacement; higher % means a stronger effect; one-dose displacement, % at 20 µM; IC50 in µM for titrated hits; 200,000 tested, 0.007% active; in the data active means displacement above about 50%; further: a part of the inactive calls stands beside numbers as strong as those of hits
# Yfh1-off respiration = enhancers of respiration in Yfh1-depleted yeast, dose response, Friedreich's ataxia, plus single-dose screen (AID 1465). S. cerevisiae Yfh1-off respiration, WST-1 reduction, 72 h; higher fold induction means a stronger effect. 220,000 tested, 0.074% active. fold induction at 50 µM; hits with a dose series show EC50 in µM;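 active means fold induction of absorbance versus untreated yeast above a set limit, then at least 30% activation at any dose in follow-up; inconclusive means repeats straddling the limit, or above it without dose testing; inactive means fold induction below the set limit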;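 further: activators that raise dye reduction in frataxin-depleted yeast; strong numbers were not always called active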
# WT yeast gro inh mutant strain = also measured in WT yeast gro inh; calls as there; inhibition, %; mitochondrial fusion phenotypic screen, mutant strain inhibition
# Dengue-2 NS5 capping pilot replicate = recorded beside Dengue-2 NS5 capping, whose call it bears; inhibition, %; measured here: pilot screen replicate inhibition
# Active calls of the source: *; i = inactive; u = inconclusive; x = not tested or not shown; [ ] = dose if it differs, or a comment.
SMILES,WT yeast gro inh,WT yeast gro inh mutant strain,Dengue-2 NS5 capping,K1F lysis inhibition,Large T inhibition,CSM14.1 death rescue,West Nile virus CPE,RSV antiviral HEp-2,XIAP displacement,Yfh1-off respiration,others
Cc1cccc(N2CCN(C(=O)c3ccc(CS(=O)(=O)c4ccccc4C)o3)CC2C)c1 (stereo unspecified),51,38,9%,-0.9%,5%,-0.3%,0.0%,u,-2.2%,i,Dengue-2 NS5 capping pilot replicate=-1.1
CCOC(=O)c1cnc2cc(C)nn2c1-c1ccccc1,9,8,-3%,0.5%,17%,0.8%,0.8%,u,-3.2%,i,
CCCCn1c(C(C)NC(=O)CC)nc2ccccc21 (stereo unspecified),6,2,-6%,0.0%,6%,-2.6%,-0.1%,3.0%,-5.3%,i,
O=C(NNc1nc2c(F)cc(F)cc2s1)C1COc2ccccc2O1 (stereo unspecified),-6,-20,-9%,0.2%,1%,-0.9%,-0.2%,1.7%,-2.1%,i,
CCOC(=O)C1=NN(c2ccccc2)C(=O)C1,x,x,-2%,0.0%,10%,x,-0.1%,-0.6%,x,i,
COc1cc2c(cc1NC(=O)CCCCCN1C(=O)CCC1=O)oc1ccccc12,-8,-14,-2%,3.9%,2%,-1.6%,-0.7%,x,-3.8%,i,
Cc1ccccc1NC(=O)Cc1nc(COC(=O)c2cc(Cl)ccc2O)cs1,x,x,3%,2.7%[50 µM],8%,x,0.1%,3.4%,x,x,
Cc1cccc(C(=O)NNC(=O)c2ccc(Br)cc2)c1,-2,-4,-3%,0.2%,8%,0.0%,-1.3%,1.0%,-2.5%,i,
O=C(O)C1C2C=CC(C2)C1C(=O)NCc1ccc2c(c1)OCO2 (stereo unspecified),-8,3,0%,0.3%,11%,4.4%,0.7%,-1.5%,-3.7%,i,
CCCCn1c(N)c(N(CC(C)C)C(=O)c2cc(C)nc3ccccc23)c(=O)[nH]c1=O,x,x,-10%,0.5%[50 µM],25%,x,x,-1.2%,x,x,
C=CCn1c(SCc2cccc(OC)c2)nnc1-c1ccncc1,x,x,x,0.2%,6%,x,-1.3%,1.3%,x,x,
CCc1cc(-c2n[nH]c(C)c2-c2nc3ccccc3n2C)c(O)c(CN2CCN(C)CC2)c1O,0,-2,-6%,1.5%,26%,1.4%,-0.7%,0.6%,-5.1%,i,
CCOC(CCn1c(SCC(=O)NC2CCCC2)nc2ccccc2c1=O)OCC,x,x,-2%,0.1%[50 µM],7%,x,-1.0%,1.4%,x,x,
CC(C)c1nnc(NC(=O)CCS(=O)(=O)Cc2ccccc2)s1,x,x,-5%,-0.1%,4%,x,-0.8%,1.0%,x,x,
CC1Oc2ccccc2N(CC(=O)Nc2ccc(F)cc2)C1=O (stereo unspecified),x,x,-3%,-0.1%,10%,x,-1.0%,0.8%,x,x,
CCN(CCNC(=O)C1CCCN(Cc2nc(-c3ccc(OC)cc3)oc2C)C1)c1ccccc1 (stereo unspecified),20,11,-3%,0.6%,50%,-1.0%,-1.3%,6.2%,-2.3%,i,Dengue-2 NS5 capping pilot replicate=-0.6
COc1ccc(NCC(=O)N/N=C2\CCc3ccccc32)cc1,4,-17,47%,-0.4%,17%,1.7%,-0.7%,0.6%,-5.1%,i,
O=C(COC(=O)c1ccc(S(=O)(=O)N2CCOCC2)cc1)NCc1cccs1,-2,11,3%,0.2%,3%,-1.7%,0.4%,-0.2%,-4.6%,i,
COC(=O)C(CO)Nc1ncnc2onc(-c3ccc(F)cc3)c12 (stereo unspecified),x,x,-12%,0.0%,9%,x,-0.2%,1.6%,x,x,
O=C(Cn1ccc2cc(S(=O)(=O)N3CCCCC3)ccc21)NCc1ccccc1F,x,x,-4%,0.3%,10%,x,-0.6%,20%,x,x,
CC1(C)C2CCC1(CS(=O)(=O)NCCc1c[nH]c3ccccc13)C(=O)C2 (stereo unspecified),x,x,-5%,0.1%,6%,x,-1.1%,2.5%,x,x,
CCC(C)n1c(SCC(=O)NC(=O)Nc2ccc3c(c2)OCCO3)nc2ccccc2c1=O (stereo unspecified),24,7,-4%,1.3%,0%,-2.3%,-0.5%,5.9%,0.0%,i,
CC(C)C(=O)N(c1ccc(F)cc1)C1C=CS(=O)(=O)C1 (stereo unspecified),-9,-9,-2%,4.9%,9%,-0.8%,x,1.6%,-8.1%,x,
O=C(NC(=O)c1ccc(F)cc1)Nc1nc(-c2cccs2)cc(C(F)(F)F)n1,-3,-15,-1%,0.2%,0%,-1.4%,x,2.8%,-9.2%,x,
Cc1nn(C)cc1C(=O)Nc1ccccc1Br,-7,-1,-3%,2.7%,9%,-1.1%,1.4%,7.9%,-6.3%,i,
Cc1ccccc1-n1c(SCc2csc(Nc3ccccc3)n2)nnc1-c1cccnc1,24,-1,-6%,0.1%,1%,3.0%,-1.3%,6.6%,-2.3%,i,
CCOc1cc(S(=O)(=O)n2nc(C)cc2C)ccc1Br,-7,5,5%,4.2%,45%,0.9%,-0.6%,-0.4%,-3.0%,i,
NS(=O)(=O)c1ccc(N/N=C/c2ccc3c(c2)OCO3)c([N+](=O)[O-])c1,-1,-2,-2%,0.5%,2%,-0.3%,0.4%,2.5%,-1.5%,i,
Fc1ccc(C2CC(c3cccs3)=NN2c2ccccc2)cc1 (stereo unspecified),57,-12,2%,1.5%,6%,1.7%,-1.0%,x,-3.6%,i,
N#CC(=NCc1cccnc1)C1=C(O)c2ccccc2C1=O,x,x,-5%,0.2%,9%,x,0.0%,2.2%,x,i,
COc1ccc(C(=O)OCC(N)=O)cc1[N+](=O)[O-],16,8,4%,1.6%[50 µM],-2%,-2.4%,-0.1%,7.3%,-3.8%,i,
Cn1cc([N+](=O)[O-])c(C(=O)N/N=C/c2cc3c(cc2Br)OCO3)n1,10,-8,0%,0.1%,16%,24%,-1.0%,1.6%,-2.9%,i,
O=C(Nc1ccc([N+](=O)[O-])cn1)C1CC1,22,-7,3%,0.1%,10%,-1.1%,-0.4%,-0.1%,-7.0%,i,
CC(=O)c1cccc(NC(=O)c2ccc(-c3ccccc3[N+](=O)[O-])o2)c1,15,-2,-5%,0.2%,24%,0.0%,-0.9%,u,-9.6%,i,
Cc1noc(C)c1CSc1nnc2cc(C)c3ccccc3n12,x,x,x,x,x,-0.9%,0.1%,0.7%,-6.4%,i,
O=[N+]([O-])c1cccc(/C([O-])=C(/C(=S)Nc2ccccc2)[n+]2ccccc2)c1,-1,15,12%,2.9%,-1%,-5.2%,-0.8%,5.6%,-2.5%,i,
O=C1CCc2cc(NS(=O)(=O)c3cc(F)ccc3F)cc3c2N1CC3,x,x,8%,1.5%[50 µM],15%,x,x,-2.8%,x,x,
Cc1ccc(C)c(S(=O)(=O)N2CCCOC2CNC(=O)C(=O)NCCCN2CCOCC2)c1 (stereo unspecified),x,x,-4%,-0.2%[50 µM],-13%,x,0.1%,-0.4%,x,x,
CCCCNC(=O)CCCCn1c(=S)[nH]c2c([nH]c3ccc(OC)cc32)c1=O,4,-1,2%,-0.1%,10%,x,0.1%,1.2%,-3.0%,i,
Cc1ccc(NS(=O)(=O)c2coc(C(N)=O)c2)cc1F,x,x,0%,-1.4%,x,x,-0.7%,1.4%,x,x,

# Brought forward from above: 2 compounds; new compounds follow.
SMILES,WT yeast gro inh,WT yeast gro inh mutant strain,Dengue-2 NS5 capping,K1F lysis inhibition,Large T inhibition,CSM14.1 death rescue,West Nile virus CPE,RSV antiviral HEp-2,XIAP displacement,Yfh1-off respiration,others
CCCCNC(=O)CCCCn1c(=S)[nH]c2c([nH]c3ccc(OC)cc32)c1=O,4,-1,2%,-0.1%,10%,x,0.1%,1.2%,-3.0%,i,
Cc1ccc(NS(=O)(=O)c2coc(C(N)=O)c2)cc1F,x,x,0%,-1.4%,x,x,-0.7%,1.4%,x,x,
Cc1ccccc1C(=O)/C=C1/c2ccccc2CC(C)(C)N1C,-1,3,-14%,2.0%,8%,0.9%,-0.3%,0.8%,-3.6%,i,
COc1ccccc1NC(=O)c1ccc(NC(=O)CSc2nncn2C)cc1,4,2,3%,0.0%,14%,0.4%,0.3%,-0.4%,-3.0%,i,
Cn1c(SCC(=O)c2ccc3c(c2)NC(=O)CO3)nc2ccccc21,1,-9,-8%,-0.5%,0%,2.2%,-0.6%,1.0%,-6.7%,i,
Cc1nc2ccccc2c(=O)n1NC(=O)Cc1ccc(Br)cc1,9,22,1%,5.2%,25%,-1.6%,-0.1%,1.2%,-1.6%,i,
Cc1ccc(S(=O)(=O)N2CCN(C(=O)C3CSC4(C)CCC(=O)N34)CC2)cc1C (stereo unspecified),x,x,0%,0.8%[50 µM],11%,x,x,-2.0%,x,x,
CC1CCN(C(=O)c2ccc(CNc3c(N4CCCC4)c(=O)c3=O)cc2)CC1,x,x,-5%,0.4%[50 µM],24%,x,0.4%,-0.1%,x,i,
Cc1ccc2oc(Nc3nc(C)c(C)c(C)n3)nc2c1,x,x,-14%,-0.7%,7%,x,-0.5%,0.3%,x,i,
CCC(=O)NCCc1nc2cc(NC(=O)Nc3ccccc3)ccc2n1C,x,x,-20%,0.1%,9%,x,-0.3%,1.3%,x,x,
CCc1cccc(CC)c1-n1c(-c2cccnc2)n[nH]c1=S,1,6,3%,0.3%,8%,0.4%,0.5%,-1.8%,-2.0%,i,
CC(=O)N1CC(C)Oc2ccc(S(=O)(=O)NC(CC(=O)O)c3cc(C)ccc3C)cc21 (stereo unspecified),x,x,-4%,4.3%,13%,x,-0.5%,1.4%,x,x,
O=C(CSc1nnc(-c2ccccc2O)o1)NC1CCCCC1,x,x,-6%,0.6%,10%,x,-0.8%,0.2%,x,x,
Cc1ccc2cccc(NC(=O)c3ccc(Br)o3)c2n1,15,10,2%,0.6%,12%,-0.8%,-0.3%,6.6%,-5.4%,i,

# Reprinted at random: 3 entries already listed.
SMILES,WT yeast gro inh,WT yeast gro inh mutant strain,Dengue-2 NS5 capping,K1F lysis inhibition,Large T inhibition,CSM14.1 death rescue,West Nile virus CPE,RSV antiviral HEp-2,XIAP displacement,Yfh1-off respiration,others
O=C(CSc1nnc(-c2ccccc2O)o1)NC1CCCCC1,x,x,-6%,0.6%,10%,x,-0.8%,0.2%,x,x,
CCC(=O)NCCc1nc2cc(NC(=O)Nc3ccccc3)ccc2n1C,x,x,-20%,0.1%,9%,x,-0.3%,1.3%,x,x,
Cc1ccc(S(=O)(=O)N2CCN(C(=O)C3CSC4(C)CCC(=O)N34)CC2)cc1C (stereo unspecified),x,x,0%,0.8%[50 µM],11%,x,x,-2.0%,x,x,
